Diaphorase act: compounds boosting diaphorase resazurin reduction – biochemical, uHTS, resorufin fluorescence, counter-screen for diaphorase-coupled primary assays, primary screen | AID 1229, 2008 | Diaphorase/resazurin coupled assay, 16 min; stronger effect = higher value; 1 = vehicle wells, 0 = NADH-free wells | activation factor at 20 µM | 190,000 compounds, 0.005% hits;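 active = diaphorase activity raised at least twofold by the compound at 20 µM; inactive = activation factor below 2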
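test system = bacterial diaphorase enzyme (C. kluyveri) | quantity = enzyme 0.07 U/mL final | reagent = NADH substrate 0.114 mM plus resazurin dye 0.1 mM, final | incubation = 16 min enzyme reaction, ambient temperature | buffer or medium = HEPES pH 7.4 buffer with MgCl2 and Tween 20 | signal = fluorescence of resorufin, 544 nm excitation, 590 nm emission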
TNAP act hiacc: TNAP activators at high phosphate acceptor level, primary screen, biochemical, luminescence, uHTS; Alkaline phosphatase, tissue-nonspecific isozyme (Homo sapiens), P05186; activation factor at 20 µM; 200,000 tested, under 10 active; purified TNAP, CDP-star luminescence, 1 M DEA, 30 min; stronger effect = higher value; 0 = EDTA background, 1 = DMSO-only activity; AID 1136, 2008;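 active = activation factor at least 2 at 20 µM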
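Assay system: human TNAP; Input: enzyme diluted 1/800 final; Reagent: CDP-star luminogenic substrate at 100 µM final; Timing: 30 min, room temperature; Signal: luminescence; Evaluation: TNAP activation factor scaled between EDTA and DMSO control wells.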
PMI act hi M6P: human PMI activators, high substrate, primary screen, biochemical, fluorescence intensity, near-saturating mannose 6-phosphate; Mannose-6-phosphate isomerase (Homo sapiens), P34949; coupled PMI enzyme assay, resazurin fluorescence, 20 min; stronger effect = higher value; 1 = untreated enzyme, 0 = substrate-free blank; activation factor at 20 µM; 190,000 compounds, 0.34% hits;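 active = activation factor of 2 or more at 20 µM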
Target sequence (P34949 whole entry, looked up): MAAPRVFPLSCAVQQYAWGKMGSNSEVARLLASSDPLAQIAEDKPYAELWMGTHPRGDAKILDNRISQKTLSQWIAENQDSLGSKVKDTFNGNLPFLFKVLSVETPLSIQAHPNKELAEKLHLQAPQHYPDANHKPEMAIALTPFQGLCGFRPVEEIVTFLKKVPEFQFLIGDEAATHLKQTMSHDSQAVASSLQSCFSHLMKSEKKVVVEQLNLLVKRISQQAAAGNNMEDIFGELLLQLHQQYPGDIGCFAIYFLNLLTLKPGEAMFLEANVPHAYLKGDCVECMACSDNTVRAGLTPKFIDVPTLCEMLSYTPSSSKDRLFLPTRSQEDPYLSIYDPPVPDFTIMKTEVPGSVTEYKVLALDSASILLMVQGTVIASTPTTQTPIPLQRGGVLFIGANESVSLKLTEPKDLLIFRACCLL
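Test system: human phosphomannose isomerase with PGI, G6PDH, diaphorase coupling enzymes; Amount: PMI at 15 ng/mL final; Reagent: Mannose-6-phosphate 1.0 mM (near-saturating) plus 0.22 mM NADP+; Timing: 20 min, room temperature; Technique: resorufin fluorescence at Ex 544/Em 590 nm; Dosing: 20 µM single dose.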
TNAP inh hiacc: human TNAP enzyme inhibitors, primary screen, biochemical, luminescent, high phosphate acceptor level, uHTS. purified TNAP, CDP-star luminescence, 1 M DEA. Alkaline phosphatase, tissue-nonspecific isozyme (Homo sapiens), P05186. AID 1135, 2008. 200,000 compounds, 0.03% hits. inhibition, % at 20 µM;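 active = over 50% inhibition of tissue-nonspecific alkaline phosphatase at 20 µM in the single-dose screen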;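 note: plate controls were DMSO wells for no effect and EDTA-quenched wells as full inhibition for full effect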
TNAP inh noacc: human TNAP enzyme inhibitors, primary screen, biochemical, luminescent, no phosphate acceptor, uHTS | Alkaline phosphatase, tissue-nonspecific isozyme (Homo sapiens), P05186 | purified TNAP, CDP-star luminescence, 30 min | inhibition, % at 20 µM | 200,000 compounds, 0.26% hits | AID 1012, 2008;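 active = tissue-nonspecific alkaline phosphatase inhibition above about 50% at 20 µM in the single-dose screen, limit read from the data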;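 note: 0% = DMSO negative control and 100% = EDTA positive control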
G6PDH CS: L. mesenteroides G6PDH inhibitors, counter-screen for G6PDH-coupled screening assays, biochemical, Leuconostoc mesenteroides enzyme; 200,000 compounds, 0.12% hits; inhibition, % at 5 µM; Purified L. mesenteroides G6PDH, diaphorase/resazurin coupled fluorescence, 45 min; glucose-6-phosphate dehydrogenase [Leuconostoc mesenteroides]; in the data active = inhibition above about 50%
Diaph inh CS: diaphorase inhibitors and chemical oxidizers, primary screen, counter-screen for diaphorase-coupled primary assays, biochemical, uHTS, resorufin fluorescence. diaphorase resazurin-to-resorufin fluorescence, NADH, 16 min; bacterial (C. kluyveri) enzyme, not human. inhibition, % at 20 µM. 190,000 compounds, 0.69% hits;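 active = primary screen inhibition at 20 µM above a set limit, cut at about 50% in these data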;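 note: plate controls were DMSO with full reaction for no effect and wells lacking NADH for full effect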
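Test system: diaphorase enzyme from Clostridium kluyveri; amount: diaphorase at 0.14 U/mL in enzyme working solution; detection: fluorescence of resorufin formed from resazurin, Ex 544/Em 590 nm; times: reaction incubation of 16 min at room temperature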
FLuc act counter: FLuc activators, initial screening, artefact control for FLuc-dependent activation tests, biochemical, ATPlite luminescence. ATPlite luciferase biochemical, 10 min; 0 = ATP-free wells, 1 = DMSO control. activation factor at 10 µM. 200,000 tested, under 10 active;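 active = luciferase activation factor, scaled between plate controls, of at least 2 with compound at 10 µM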
Target sequence (P08659 whole entry, looked up): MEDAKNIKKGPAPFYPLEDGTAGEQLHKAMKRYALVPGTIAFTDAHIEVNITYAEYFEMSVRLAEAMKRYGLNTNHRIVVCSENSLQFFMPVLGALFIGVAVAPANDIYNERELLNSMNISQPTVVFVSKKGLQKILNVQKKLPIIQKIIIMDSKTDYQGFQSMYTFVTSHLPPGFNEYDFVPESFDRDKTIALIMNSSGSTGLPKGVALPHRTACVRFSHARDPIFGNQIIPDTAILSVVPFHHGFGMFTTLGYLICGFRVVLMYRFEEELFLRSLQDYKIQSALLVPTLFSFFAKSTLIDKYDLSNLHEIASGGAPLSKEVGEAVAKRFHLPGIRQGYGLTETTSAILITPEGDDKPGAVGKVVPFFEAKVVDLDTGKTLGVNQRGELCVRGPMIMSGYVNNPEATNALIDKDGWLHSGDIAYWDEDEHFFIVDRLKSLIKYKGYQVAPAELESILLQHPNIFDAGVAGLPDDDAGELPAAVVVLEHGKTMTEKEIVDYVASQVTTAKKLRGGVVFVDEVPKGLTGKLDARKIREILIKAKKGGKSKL
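Material: luciferase plus luciferin reagent, cell-free. Medium: PBS buffer for ATP. Also added: ATP substrate, dispensed from a 10.24 µM working solution in PBS. Doses: test compounds dosed from 2 mM stocks in 100% DMSO. Incubation: 10 min post-reagent at room temperature. Technique: light output (luminescence). Read-out basis: luminescence gain marking luciferase activators.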
Efa HMGR inh: inhibitors of E. faecalis class II HMGR, primary screen, biochemical, Enterococcus faecalis; purified E. faecalis HMGR, NADPH absorbance 340 nm kinetic; inhibition, % at 10 µM; 190,000 compounds, 0.41% hits; AID 1066, 2008;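 active = inhibition above a set limit, the median over all tested compounds plus 3 SD, cut at about 9.5% in these data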;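 note: enzyme runs in reverse so mevalonate oxidation gives rising NADPH absorbance; 0% = complete reaction with DMSO and 100% = background rate lacking mevalonate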
PMI act: activators of human PMI, primary screen, biochemical, fluorescence intensity, near-Km mannose 6-phosphate; purified human PMI, coupled resazurin fluorescence, 20 min; stronger effect = higher value; 1 = vehicle control, 0 substrate-free wells; activation factor at 20 µM; 190,000 compounds, 0.005% hits; Mannose-6-phosphate isomerase (Homo sapiens), P34949;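 active = activation factor of 2 or more at 20 µM, relative to plate controls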
Starred values were filed as active, the others as inactive.

What do the screens show for `Cc1cnn(-c2ccc3nnc(-c4ccc(Cl)cc4)n3n2)c1`?
Diaphorase act: 1; TNAP act hiacc: 1; PMI act hi M6P: 1; TNAP inh hiacc: -4; TNAP inh noacc: 1; G6PDH CS: 11; Diaph inh CS: 4; FLuc act counter: 1.1; Efa HMGR inh: -2; PMI act: 1.1

What do the screens show for `Cc1ccc(S(=O)(=O)NCCC(C)C)cc1[N+](=O)[O-]`?
Diaphorase act: 1; TNAP act hiacc: 1.1; PMI act hi M6P: 1; TNAP inh hiacc: -5; TNAP inh noacc: -9; G6PDH CS: 2; Diaph inh CS: 4; FLuc act counter: 1.1; Efa HMGR inh: 2; PMI act: 1

Results for Cc1c(N=C2N=C(NC(=O)NC(C)(C)C)c3ccccc32)c(=O)n(-c2ccccc2)n1C ?
Diaphorase act: 0.9; TNAP act hiacc: 1; PMI act hi M6P: 1.1; TNAP inh hiacc: 1; TNAP inh noacc: 4; G6PDH CS: 3; Diaph inh CS: 11; FLuc act counter: 1.1; Efa HMGR inh: 3; PMI act: 1.1

Results for CCOC(=O)c1ccc(N2C(=O)CC(N3CCC(O)(c4ccc(Cl)cc4)CC3)C2=O)cc1 (stereo not drawn) ?
Diaphorase act: 0.9; TNAP act hiacc: 1; PMI act hi M6P: 1; TNAP inh hiacc: -2; TNAP inh noacc: -9; G6PDH CS: 0; Diaph inh CS: 5; FLuc act counter: 1.1; Efa HMGR inh: -7; PMI act: 1

Results for O=[N+]([O-])c1ccccc1NCc1ccccc1Cl ?
Diaphorase act: 1.1; TNAP act hiacc: 0.9; PMI act hi M6P: 1; TNAP inh hiacc: 11; TNAP inh noacc: 10; G6PDH CS: 2; Diaph inh CS: -8; FLuc act counter: 1; Efa HMGR inh: -6; PMI act: 1

How did O=C(Cc1ccccc1)N/N=C/C=C/c1cccc([N+](=O)[O-])c1 do in these assays?
Diaphorase act: 1; TNAP act hiacc: 1; PMI act hi M6P: 1; TNAP inh hiacc: -4; TNAP inh noacc: 3; G6PDH CS: 7; Diaph inh CS: -2; FLuc act counter: 1.1; Efa HMGR inh: -12; PMI act: 1.1

What do the screens show for `CCOC(=O)c1cnn(-c2ccccn2)c1N`?
Diaphorase act: 0.9; TNAP act hiacc: 1.1; PMI act hi M6P: 1; TNAP inh hiacc: -7; TNAP inh noacc: -8; G6PDH CS: 3; Diaph inh CS: 6; FLuc act counter: 0.8; Efa HMGR inh: 0; PMI act: 1

Results for CN(C)C(=O)c1nc2ccccc2s1 ?
Diaphorase act: 0.9; TNAP act hiacc: 1; PMI act hi M6P: 0.9; TNAP inh hiacc: -2; TNAP inh noacc: -3; G6PDH CS: 4; Diaph inh CS: 13; FLuc act counter: 1; Efa HMGR inh: -1; PMI act: 1

How did COc1cccc(NC(=O)Cn2c(=O)n(CCC(=O)NCc3ccco3)c(=O)c3ccccc32)c1 do in these assays?
Diaphorase act: 1; TNAP act hiacc: 1; PMI act hi M6P: 1; TNAP inh hiacc: -2; TNAP inh noacc: -3; G6PDH CS: -4; Diaph inh CS: 1; FLuc act counter: 1; Efa HMGR inh: -1; PMI act: 1.1

How did COC(=O)C(/C=N/O)NC(=O)c1ccccc1 (stereo not drawn) do in these assays?
Diaphorase act: 0.9; TNAP act hiacc: 1; PMI act hi M6P: 0.8; TNAP inh hiacc: -4; TNAP inh noacc: -15; G6PDH CS: -4; Diaph inh CS: 8; FLuc act counter: 1.1; Efa HMGR inh: 4; PMI act: 1

Results for CCC1CCCCN1CCCNC(=O)C1CCN(S(=O)(=O)N2CCCCC2)CC1 (stereo not drawn) ?
Diaphorase act: 1; TNAP act hiacc: 1; PMI act hi M6P: 1.1; TNAP inh hiacc: 0; TNAP inh noacc: -1; G6PDH CS: 19; Diaph inh CS: 0; FLuc act counter: 1.1; Efa HMGR inh: 2; PMI act: 1.1

What do the screens show for `COc1ccc(-c2nc(CC(=O)O)cs2)cc1`?
Diaphorase act: 0.9; TNAP act hiacc: 1; PMI act hi M6P: 0.9; TNAP inh hiacc: -2; TNAP inh noacc: -9; G6PDH CS: 4; Diaph inh CS: 8; FLuc act counter: 1.1; Efa HMGR inh: 0; PMI act: 0.9

What do the screens show for `COc1ccccc1NC(=O)Cc1nc(CCl)cs1`?
Diaphorase act: 0.9; TNAP act hiacc: 1; PMI act hi M6P: 1.2; TNAP inh hiacc: 0; TNAP inh noacc: -12; G6PDH CS: 5; Diaph inh CS: 5; FLuc act counter: 1; Efa HMGR inh: -6; PMI act: 1.2

How did COc1ccc(CN(C(=O)CN2C(=O)c3ccccc3S2(=O)=O)C(C(=O)NCC2CCCO2)c2ccncc2)cc1 (stereo not drawn) do in these assays?
Diaphorase act: 0.9; TNAP act hiacc: 1; PMI act hi M6P: 1; TNAP inh hiacc: -2; TNAP inh noacc: -7; G6PDH CS: -2; Diaph inh CS: 6; FLuc act counter: 1; Efa HMGR inh: -3; PMI act: 0.9

How did CCOC(=O)c1c(NC(=O)OC)sc(C(=O)N(C)C)c1C do in these assays?
Diaphorase act: 0.8; TNAP act hiacc: 1; PMI act hi M6P: 0.9; TNAP inh hiacc: -2; TNAP inh noacc: -9; G6PDH CS: 3; Diaph inh CS: 22; FLuc act counter: 1; Efa HMGR inh: 1; PMI act: 0.8

What do the screens show for `Cc1cccc(NC(=O)COC(=O)CCc2ccc(S(=O)(=O)N3CCOCC3)cc2)c1C`?
Diaphorase act: 0.8; TNAP act hiacc: 1; PMI act hi M6P: 0.9; TNAP inh hiacc: -4; TNAP inh noacc: -6; G6PDH CS: 16; Diaph inh CS: 19; FLuc act counter: 1; Efa HMGR inh: 5; PMI act: 1

What do the screens show for `Cn1nccc1C(=O)N1CCN(c2ncccn2)CC1`?
Diaphorase act: 0.9; TNAP act hiacc: 1.1; PMI act hi M6P: 1.1; TNAP inh hiacc: -9; TNAP inh noacc: -13; G6PDH CS: 3; Diaph inh CS: 12; FLuc act counter: 1.1; Efa HMGR inh: -6; PMI act: 1

How did Cn1c(-c2ccc(Br)o2)nc2cc(Br)ccc21 do in these assays?
Diaphorase act: 0.8; TNAP act hiacc: 1; PMI act hi M6P: 1.1; TNAP inh hiacc: -2; TNAP inh noacc: -9; G6PDH CS: 0; Diaph inh CS: 18; FLuc act counter: 0.4; Efa HMGR inh: 1; PMI act: 1.1

How did COc1cccc(C(CC(=O)NCCN2CCOCC2)NS(=O)(=O)c2ccc(C)cc2)c1OC (stereo not drawn) do in these assays?
Diaphorase act: 0.9; TNAP act hiacc: 1; PMI act hi M6P: 1; TNAP inh hiacc: -2; TNAP inh noacc: -14; G6PDH CS: -7; Diaph inh CS: 8; FLuc act counter: 1; Efa HMGR inh: -3; PMI act: 1

How did CCOC(=O)Nc1ccc(OC)cc1S(=O)(=O)N1CCCCC1 do in these assays?
Diaphorase act: 0.9; TNAP act hiacc: 1; PMI act hi M6P: 0.8; TNAP inh hiacc: 1; TNAP inh noacc: -6; G6PDH CS: 26; Diaph inh CS: 10; FLuc act counter: 1; Efa HMGR inh: 6; PMI act: 0.8

What do the screens show for `Cc1ccc(S(=O)(=O)N2CCCC2C(=O)OCc2nc3ccccc3s2)cc1` (stereo not drawn)?
Diaphorase act: 0.8; TNAP act hiacc: 1; PMI act hi M6P: 0.9; TNAP inh hiacc: 0; TNAP inh noacc: -2; G6PDH CS: 22; Diaph inh CS: 16; FLuc act counter: 1; Efa HMGR inh: 0; PMI act: 0.8

What do the screens show for `CSc1cccc(CN2CCC(CO)(Cc3cccc(C(F)(F)F)c3)CC2)c1`?
Diaphorase act: 0.9; TNAP act hiacc: 1.1; PMI act hi M6P: 0.9; TNAP inh hiacc: -7; TNAP inh noacc: -2; G6PDH CS: 20; Diaph inh CS: 8; FLuc act counter: 1; Efa HMGR inh: 1; PMI act: 0.9

Results for COc1ccc(CN2CCc3ccccc3C2)c(OC)c1OC ?
Diaphorase act: 0.9; TNAP act hiacc: 1; PMI act hi M6P: 1.2; TNAP inh hiacc: -4; TNAP inh noacc: 8; G6PDH CS: 2; Diaph inh CS: 10; FLuc act counter: 1.1; Efa HMGR inh: -4; PMI act: 1

Three records drawn at random from those above:
What do the screens show for `Cc1cnn(-c2ccc3nnc(-c4ccc(Cl)cc4)n3n2)c1`?
Diaphorase act: 1; TNAP act hiacc: 1; PMI act hi M6P: 1; TNAP inh hiacc: -4; TNAP inh noacc: 1; G6PDH CS: 11; Diaph inh CS: 4; FLuc act counter: 1.1; Efa HMGR inh: -2; PMI act: 1.1

How did COc1cccc(C(CC(=O)NCCN2CCOCC2)NS(=O)(=O)c2ccc(C)cc2)c1OC (stereo not drawn) do in these assays?
Diaphorase act: 0.9; TNAP act hiacc: 1; PMI act hi M6P: 1; TNAP inh hiacc: -2; TNAP inh noacc: -14; G6PDH CS: -7; Diaph inh CS: 8; FLuc act counter: 1; Efa HMGR inh: -3; PMI act: 1

What do the screens show for `CSc1cccc(CN2CCC(CO)(Cc3cccc(C(F)(F)F)c3)CC2)c1`?
Diaphorase act: 0.9; TNAP act hiacc: 1.1; PMI act hi M6P: 0.9; TNAP inh hiacc: -7; TNAP inh noacc: -2; G6PDH CS: 20; Diaph inh CS: 8; FLuc act counter: 1; Efa HMGR inh: 1; PMI act: 0.9

Assay outcomes as filed in PubChem BioAssay.
